mHTT-CaM PPI inh – mHTT-calmodulin interaction abrogation | AlphaScreen His-mHTT/GST-CaM binding, luminescence | inhibition, % at 15 µM | P42858 | 190,000 tested, 3.6% active;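 note: 0% = both proteins with DMSO and 100% = one protein alone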
Target sequence (P42858 whole entry, looked up, stated change not applied): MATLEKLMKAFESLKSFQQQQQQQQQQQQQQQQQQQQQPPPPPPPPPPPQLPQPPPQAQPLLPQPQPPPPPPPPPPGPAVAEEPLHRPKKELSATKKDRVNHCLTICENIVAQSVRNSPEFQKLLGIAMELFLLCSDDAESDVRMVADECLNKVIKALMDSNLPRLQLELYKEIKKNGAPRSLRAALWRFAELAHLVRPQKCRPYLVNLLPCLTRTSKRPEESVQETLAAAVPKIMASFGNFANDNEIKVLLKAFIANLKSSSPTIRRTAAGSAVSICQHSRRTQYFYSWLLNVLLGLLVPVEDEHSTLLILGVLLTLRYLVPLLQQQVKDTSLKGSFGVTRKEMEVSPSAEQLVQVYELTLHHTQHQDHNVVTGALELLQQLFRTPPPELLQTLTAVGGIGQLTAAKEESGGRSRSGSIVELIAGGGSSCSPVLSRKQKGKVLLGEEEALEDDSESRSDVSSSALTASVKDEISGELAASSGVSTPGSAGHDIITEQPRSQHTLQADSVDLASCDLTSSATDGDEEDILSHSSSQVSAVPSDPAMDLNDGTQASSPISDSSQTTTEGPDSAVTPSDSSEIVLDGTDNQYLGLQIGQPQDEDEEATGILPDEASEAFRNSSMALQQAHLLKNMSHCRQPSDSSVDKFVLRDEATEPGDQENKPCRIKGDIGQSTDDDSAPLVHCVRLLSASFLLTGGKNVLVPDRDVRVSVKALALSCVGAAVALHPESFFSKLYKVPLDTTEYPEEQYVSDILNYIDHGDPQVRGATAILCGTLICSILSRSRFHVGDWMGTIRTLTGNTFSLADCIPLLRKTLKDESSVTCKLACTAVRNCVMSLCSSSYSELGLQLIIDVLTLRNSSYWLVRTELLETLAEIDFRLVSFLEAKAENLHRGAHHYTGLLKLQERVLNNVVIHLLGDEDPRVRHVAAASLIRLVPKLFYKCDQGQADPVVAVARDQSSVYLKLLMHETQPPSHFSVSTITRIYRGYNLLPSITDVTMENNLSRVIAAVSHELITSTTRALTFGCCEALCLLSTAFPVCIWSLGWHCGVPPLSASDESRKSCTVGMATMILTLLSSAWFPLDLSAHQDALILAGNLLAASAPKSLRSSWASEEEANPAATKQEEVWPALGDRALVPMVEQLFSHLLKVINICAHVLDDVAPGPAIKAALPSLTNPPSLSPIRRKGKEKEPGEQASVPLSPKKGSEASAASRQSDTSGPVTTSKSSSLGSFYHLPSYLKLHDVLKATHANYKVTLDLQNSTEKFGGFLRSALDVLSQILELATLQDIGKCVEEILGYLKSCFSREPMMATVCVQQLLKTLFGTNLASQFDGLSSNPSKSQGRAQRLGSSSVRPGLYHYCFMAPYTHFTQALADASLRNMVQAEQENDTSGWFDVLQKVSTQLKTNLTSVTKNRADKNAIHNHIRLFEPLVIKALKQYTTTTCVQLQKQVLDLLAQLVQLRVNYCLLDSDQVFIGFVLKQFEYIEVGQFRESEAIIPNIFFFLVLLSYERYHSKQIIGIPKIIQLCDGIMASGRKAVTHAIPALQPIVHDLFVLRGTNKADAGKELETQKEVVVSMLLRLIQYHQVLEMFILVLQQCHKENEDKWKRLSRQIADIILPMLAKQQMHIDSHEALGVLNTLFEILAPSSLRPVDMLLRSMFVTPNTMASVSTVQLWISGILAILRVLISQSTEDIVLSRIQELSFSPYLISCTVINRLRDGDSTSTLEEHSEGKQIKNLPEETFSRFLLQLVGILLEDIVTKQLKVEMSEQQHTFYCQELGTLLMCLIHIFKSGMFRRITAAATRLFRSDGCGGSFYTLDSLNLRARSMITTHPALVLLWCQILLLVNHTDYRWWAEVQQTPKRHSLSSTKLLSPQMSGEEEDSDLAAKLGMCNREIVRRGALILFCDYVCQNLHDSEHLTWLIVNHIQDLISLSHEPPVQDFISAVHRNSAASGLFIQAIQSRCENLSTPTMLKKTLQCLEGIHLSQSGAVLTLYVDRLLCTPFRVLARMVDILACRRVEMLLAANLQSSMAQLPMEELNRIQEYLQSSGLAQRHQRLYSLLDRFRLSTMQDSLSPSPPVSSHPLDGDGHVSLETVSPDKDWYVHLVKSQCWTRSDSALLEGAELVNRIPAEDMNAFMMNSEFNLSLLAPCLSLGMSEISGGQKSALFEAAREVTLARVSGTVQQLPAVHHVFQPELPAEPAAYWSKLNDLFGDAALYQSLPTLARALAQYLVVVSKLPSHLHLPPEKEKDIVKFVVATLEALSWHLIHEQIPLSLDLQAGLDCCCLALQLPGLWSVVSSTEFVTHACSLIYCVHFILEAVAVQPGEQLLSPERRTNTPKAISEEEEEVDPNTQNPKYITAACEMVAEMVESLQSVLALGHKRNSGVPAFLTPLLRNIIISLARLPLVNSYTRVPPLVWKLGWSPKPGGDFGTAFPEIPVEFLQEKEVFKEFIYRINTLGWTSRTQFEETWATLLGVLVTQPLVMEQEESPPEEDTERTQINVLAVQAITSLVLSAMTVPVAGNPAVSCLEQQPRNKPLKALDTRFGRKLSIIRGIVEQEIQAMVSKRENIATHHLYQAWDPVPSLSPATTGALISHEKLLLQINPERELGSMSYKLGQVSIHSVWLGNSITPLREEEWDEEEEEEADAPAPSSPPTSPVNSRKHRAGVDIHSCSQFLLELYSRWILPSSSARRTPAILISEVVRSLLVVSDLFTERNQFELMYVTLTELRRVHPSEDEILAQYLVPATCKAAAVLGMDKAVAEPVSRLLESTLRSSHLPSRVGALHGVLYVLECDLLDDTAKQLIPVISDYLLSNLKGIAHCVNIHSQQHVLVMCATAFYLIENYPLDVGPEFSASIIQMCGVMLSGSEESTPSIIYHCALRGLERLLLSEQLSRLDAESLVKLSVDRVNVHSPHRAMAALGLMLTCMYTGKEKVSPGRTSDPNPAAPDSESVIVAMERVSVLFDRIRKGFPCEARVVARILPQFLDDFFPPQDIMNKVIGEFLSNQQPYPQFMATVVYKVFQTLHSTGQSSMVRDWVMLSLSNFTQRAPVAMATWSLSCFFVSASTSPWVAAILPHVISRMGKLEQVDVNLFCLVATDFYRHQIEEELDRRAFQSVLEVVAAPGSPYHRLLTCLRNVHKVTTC
Pf apPOL block – Pf-apPOL DNA polymerase inhibition; Recombinant Pf-apPOL, molecular beacon fluorescence, 1.5 h; inhibition, % at 10 µM; 210,000 tested, 0.25% active; AID 1794808
The depositor's hits bear a star; i = inactive; · = no result given; & = joins results of further samples. Cut-off read from the data, not from the text of the source: active = inhibition above about 50%; inactive = the rest.

Molecule | mHTT-CaM PPI inh | Pf apPOL block
CCOCCCNC(=O)C1CCCN(c2nccnc2Sc2ccccc2)C1 (stereo not given) | 5.3 | -1.7
COc1ccccc1NS(=O)(=O)c1sc2ccc(Cl)cc2c1C | · | 1.7&2.4
CCOC(=O)NN=Cc1ccc(N(C)CCC#N)cc1 | · | -4.4
CCOc1cc(CNC(=O)CC2COc3ccccc3NC2=O)cc(OCC)c1OCC (stereo not given) | 11.9 | 3.4
Cn1nc(COc2ccccc2)c2c1CCN(C(=O)Nc1ccccc1F)C2 | 16.9 | 1.4
COc1ccc(NC(=O)CCC2CCCN(c3cc(NC4CC4)ncn3)C2)c(C)c1 (stereo not given) | 13.8 | -0.1
Cc1cc(Br)ccc1OCCCCN1CCOCC1 | 7.7 | -7.1
O=C(NCc1ccc(F)cc1Cl)C1CCN(C(=O)c2cc3ccsc3[nH]2)CC1 | -10.4 | -1.2
COc1ccc2oc(=Nc3ccc(C(=O)O)cc3)c(C(=O)Nc3ccc(F)c(Cl)c3)cc2c1 | 9.0 | -0.7
Cc1cc(F)ccc1NC(=O)C1CCc2sc(C(=O)N3CCCC3)cc2C1 (stereo not given) | -1.5 | -5.9
CC(C(=O)Nc1nnc(C(F)(F)F)s1)N1C(=O)C2C3C=CC(C3)C2C1=O (stereo not given) | 0.0 | 0.8
COc1ccc(Cl)cc1NC(=O)N1CCCC(C)(C(=O)NCc2ccc(F)cc2)C1 (stereo not given) | 0.4 | 2.6
O=C(c1ccc(-c2cccs2)nc1)N1CCN(c2ccccc2)CC1 | -5.6 | 1.1
CCS(=O)(=O)c1ccc2oc(=O)[nH]c2c1 | · | -9.7
Cc1cc(C)c2c(N)c(C(=O)Nc3ccccn3)sc2n1 | 8.0 | -2.9
Cc1ccc(S(=O)(=O)N2CCc3c(nc4cc[nH]n4c3=O)C2)cc1C | -3.0 | 3.1
COc1cc(C2NC(=O)CCC2[N+](=O)[O-])ccc1OCc1ccccc1 (stereo not given) | -0.9 | 1.6
Cc1oc(C2CCN(C(=O)Cc3cccc(F)c3)CC2)nc1C(=O)N1CCOCC1 | -5.8 | 0.8
CCOc1ccc(-c2csc(-n3nc(C)cc3NC(=O)c3ccccc3[N+](=O)[O-])n2)cc1 | -2.5 | -3.6
CC(C)CC(=O)Nc1ccc(-c2nc3ncccc3o2)cc1 | 2.0 | -0.9
Cn1cc(-c2ccccc2)cc1C(=O)NCc1ccc(N2CCOCC2)cc1 | 4.9 | -4.3
Cc1ccc(CN2CCN(C3CCN(C(=O)NCc4ccc(F)cc4)CC3)C2=O)cc1 | 4.9 | -1.3
O=C(CN(c1ccc([N+](=O)[O-])cc1)S(=O)(=O)c1ccccc1)Nc1ccccc1C(=O)O | 12.4 | -12.1
Cc1nn(CCc2nn[nH]n2)c(C)c1Cl | 2.7 | ·
NNC(=O)C(O)C(O)C(O)C(O)CO (stereo not given) | · | -0.3
CC12c3ccccc3C(c3ccccc31)C1C(=O)N(Cc3ccccc3)C(=O)C12 (stereo not given) | 4.0 | 1.0
O=C1C(c2ccc(F)cc2)N(C2CC2)C(=O)CN1C1CCCCCC1 (stereo not given) | 4.0 | -8.1
CSc1cccc(NS(=O)(=O)c2ccc3c(c2)OCCO3)c1 | 0.1 | -5.6
COc1c(Cl)cc(C(=O)Nc2cccc(S(N)(=O)=O)c2)cc1Cl | -4.3 | -2.5
O=C(CCC1CCCC1)N1CCC(N2CCC(C(=O)N3CCCCC3)CC2)CC1 | 12.2 | -5.4
CCOc1ccc(-c2nn(-c3ccccc3)cc2/C=C(\C#N)C(=O)NC2CCS(=O)(=O)C2)cc1 (stereo not given) | 3.0 | 9.9
O=C(Nc1ccc(N2CCCC2)cc1)c1ccc(Br)cc1 | 14.9 | -3.2
COc1cc(NC(=O)c2c(-c3c(F)cccc3Cl)noc2C)c(OC)cc1Cl | 5.4 | -3.3
CC(=O)C(N=Nc1ccc2c(c1)OCO2)=C(C)O | · | -5.0
O=C(CCSc1ccccc1)c1ccc(Cl)s1 | · | -0.6
COCC(=O)Nc1ccc2c(c1)OCCO2 | -1.2 | -0.9
CCCNC(=O)N1CCN(c2cc(C)ccc2C)C(=O)C1C (stereo not given) | -5.0 | -1.9
Brc1ccc(SCCc2ccccn2)cc1 | -42.6 | -3.0
COc1cc(C(=O)C=Cc2ccc3c(c2)OCO3)cc(OC)c1OC | -3.5 | -4.4
COc1ccc(C2CC(c3ccccc3Cl)Nc3ncnn32)cc1 (stereo not given) | -8.6 | 1.6
Cc1nn(Cc2ccc(C(=O)Nc3cccc(C(=O)O)c3)o2)c(C)c1Cl | 3.0 | 9.4
Cc1c(S(=O)(=O)c2ccc(Cl)cc2)csc1S(=O)(=O)N1CCCCC1 | · | -15.7
O=C(Cc1ccccc1)c1ccc(O)cc1 | · | -1.4
COCCNC(=O)Nc1ccccc1NC(=O)c1ccccc1C(F)(F)F | -10.3 | -0.5
COc1ccc(-c2c(C)[nH]n3c(=O)cc(-c4ccccc4)nc23)cc1 | 73.0* | 1.7
O=C(NCCCN1CCOCC1)c1cccnc1N1CCNC(c2ccccc2)C1 (stereo not given) | -0.1 | -0.1
CCC(c1ccccc1)c1nc(-c2ccc([N+](=O)[O-])cc2)no1 (stereo not given) | 12.0 | -0.4
Cc1ccc(C2=NC(C(C)C)NC(c3cc(Br)ccc3O)C2)cc1 (stereo not given) | 27.0 | -2.7
Cc1nc(-c2ccccc2)nc2c1CCC(=O)N2Cc1ccc(F)cc1 | -11.3 | 0.9
Oc1c(C=Nc2ccc(F)cc2)[nH]c2ccc(Br)c(Cl)c12 | 5.0 | 9.9

Later entries.
Below each SMILES – mHTT-CaM PPI inh, Pf apPOL block
- COc1cccc(C(=O)Nc2nc3c(s2)CN(S(=O)(=O)c2ccccc2)CC3)c1
    15.2, -4.8
- CCCN1C(=O)C(=Cc2cc(OC)c(OC)cc2C)NC1=S
    8.7, -7.5
- COc1ccc(Cl)cc1NC(=O)C(=O)Nc1ccc2c(c1)OCO2
    16.2, -6.8
- O=C(Nc1ccc([N+](=O)[O-])cc1Cl)c1ccccc1F
    0.7, -14.6
- O=C(NCc1cccs1)Nc1nnc(-c2ccc3c(c2)OCO3)o1
    -9.2, 0.5
- COc1ccc2oc(=Nc3ccc(F)cc3)c(C(N)=O)cc2c1
    -1.0, i
- COCCN1C(=O)C(=O)C(=C(O)c2ccc(Cl)cc2)C1c1ccc([N+](=O)[O-])cc1 (stereo not given)
    -0.2, -12.2
- O=C(Cn1cnc2c(-c3ccccc3)csc2c1=O)N1CCCCC1
    -7.9, -4.9
- CN1CCN(C(=O)c2csc(COc3cccc(F)c3)n2)CC1
    1.4, 4.2
- COc1cccc(/C=C2\N=C(c3ccc(OC)c(OC)c3)OC2=O)c1
    -3.0, -6.7
- O=C(NNc1cc(C(F)(F)F)nc2ccccc12)Nc1cccc(Cl)c1
    ·, -5.3
- COc1ccccc1-n1cnc2cc(NCc3ccc(Cl)cc3)ccc21
    80.0*, 0.0
- Cc1ccc(C(=O)N2CCC(c3nc4ccncc4n3C(C)C)C2)c(C)c1 (stereo not given)
    12.1, 1.7
- CCC(C)NC(=O)c1nn2c(c1Cl)NC(c1ccc(OC)cc1)CC2C(F)(F)F (stereo not given)
    14.0, 3.3
- CCSc1nnc(C(F)F)n1NS(=O)(=O)c1cc(C)ccc1C
    -12.8, ·
- CC1CCOC2(O1)C(=O)N(CN1CCN(c3ccccc3F)CC1)c1ccccc12 (stereo not given)
    -2.0, 2.5
- CCc1nnc2c(NC(=O)Cc3ccc(F)cc3)cccn12
    -7.1, -1.8
- O=c1/c(=C/c2cccc(Cl)c2)sc2nnc(-c3ccccc3)n12
    -10.0, -3.3
- COc1cccc(Nc2cc(C(=O)N3CCSCC3)nc3ccc(C)cc23)c1
    7.1, -1.2
- COc1cc2c(cc1OC)C(C(=O)NCc1ccccn1)C1c3ccccc3CCN1C2=O (stereo not given)
    15.0, -2.4
- On1c(-c2cccc(Cl)c2)nc2c1CCc1nonc1-2
    6.6, 0.4
- Cc1cc2c(N3CCC(C(=O)Nc4cccc(F)c4)CC3)nccc2s1
    45.2, -3.2
- CCOC(=O)N1CCC(NC(=O)c2ccc(N3CCNC(c4ccccc4)C3)nc2)CC1 (stereo not given)
    0.4, 4.4
- O=C(NCc1cccnc1)C1CCN(S(=O)(=O)c2cccs2)CC1
    -1.0, 0.8
- CC(=O)N(Cc1cccc(Br)c1)c1ccc(N2CCOCC2)c(Cl)c1
    20.7, -8.8
- O=C(Nc1ccc(Cl)cc1[N+](=O)[O-])c1cc2ccccc2o1
    1.5, -9.7
- COc1ccc(CCNc2nc(C)cc(C(F)(F)F)n2)cc1OC
    1.0, -7.0
- COc1cccc(C2C=C(c3ccc(F)cc3)Nc3nc4ccccc4n32)c1OC (stereo not given)
    40.0, 0.0
- CCN1C(=Cc2cc[n+](C)cc2)C=Cc2cc(C)ccc21
    27.0, 0.0
- COc1ccc(Cc2nc(-c3ccc(OC)c(OC)c3)no2)cc1
    -5.5, -1.0

2 of these compounds, reformatted:
O=C(CCSc1ccccc1)c1ccc(Cl)s1
- mHTT-CaM PPI inh: ·
- Pf apPOL block: -0.6

COCC(=O)Nc1ccc2c(c1)OCCO2
- mHTT-CaM PPI inh: -1.2
- Pf apPOL block: -0.9

At a glance, some entries already given:
Below each SMILES – mHTT-CaM PPI inh, Pf apPOL block
- COc1cccc(C(=O)Nc2nc3c(s2)CN(S(=O)(=O)c2ccccc2)CC3)c1
    15.2, -4.8
- CCCN1C(=O)C(=Cc2cc(OC)c(OC)cc2C)NC1=S
    8.7, -7.5
- COc1ccc(Cl)cc1NC(=O)C(=O)Nc1ccc2c(c1)OCO2
    16.2, -6.8
- O=C(Nc1ccc([N+](=O)[O-])cc1Cl)c1ccccc1F
    0.7, -14.6
- O=C(NCc1cccs1)Nc1nnc(-c2ccc3c(c2)OCO3)o1
    -9.2, 0.5
- COc1ccc2oc(=Nc3ccc(F)cc3)c(C(N)=O)cc2c1
    -1.0, i

Later entries:
Below each SMILES – mHTT-CaM PPI inh, Pf apPOL block
- Cc1ccc(C2CC(C(F)(F)F)n3nc(C(=O)NC4CCCCC4)cc3N2)cc1 (stereo not given)
    -7.0, -4.4
- COc1cccc(CNC(=O)N2CCCC2c2cc(C(C)C)on2)c1 (stereo not given)
    -0.1, -4.5
- Cc1ccc(NC(=O)CN2C(=O)C(c3ccc(F)cc3)=NC23CCCCCC3)cc1
    3.1, -6.1
- CCCNC(=O)c1c2c(nc3ccc(C)cc13)CCCC2
    1.2, 2.2
- Cc1ccnc(N2CCC(C(=O)NC3CCCC3)CC2)n1
    -0.4, 0.6
- Cc1ccc(Cn2cc(CN3[C@H](CC(C)C)COc4cc(Br)ccc4S3(=O)=O)nn2)cc1
    9.1, -1.7
- O=C1c2n[nH]nc2C(=O)c2n[nH]nc21
    34.3, ·
- CN(CCNC(=O)c1ccc(CS(=O)(=O)Cc2ccc(Cl)cc2)o1)Cc1ccccc1
    26.0, -12.8
- CSc1nnc2c(n1)OC(c1ccsc1)Nc1ccccc1-2 (stereo not given)
    0.0, -1.6
- CC1CC(C)CN(CCCNS(=O)(=O)c2ccc(Cl)s2)C1 (stereo not given)
    -7.0, -0.8
- OCCn1c(-c2ccc(Cl)c(Cl)c2)csc1=Nc1ccccc1
    100.0*, 13.9
- COc1cccc(C(=O)Nc2ccc(S(=O)(=O)Nc3onc(C)c3C)cc2)c1
    -2.0, -7.6
- Cc1cccc(N=Cc2nc(-c3ccccc3Br)oc2O)n1
    1.0, 1.9
- O=C(NC1(C(=O)NC2CCCC2)CCCCC1)c1ccccn1
    10.0, -7.4
- CC(=O)CNC(=O)Cc1ccccc1
    ·, 3.9
- COc1c(C)cc(S(=O)(=O)NCC(O)c2cccc3ccccc23)cc1C (stereo not given)
    -3.4, -4.5
- COc1cccc(-c2cc(C(=O)N3CCCC3c3cccc(F)c3)on2)c1 (stereo not given)
    -10.4, -8.7
- COc1ccc(OCC2(N)CC2)cc1
    -2.0, ·
- Cn1nc2nc(N3CCCC3)nc(-c3ccccc3F)c2c1N
    14.2, 1.4
- CCCC12CN3CC(C)(CN(C1)C3c1ccc(OC)cc1)C2=O (stereo not given)
    -1.0, -1.4
- Cc1cc(C(=O)N2CCOCC2)cs1
    -4.1, 1.3
- CCC(C)C(=O)N1CCN(C(C(=O)N2CCCCC2)C2CCCC2)CC1 (stereo not given)
    3.9, -0.6
- COc1ccc(C(=O)NC(Nc2ccc(S(N)(=O)=O)cc2)C(Cl)(Cl)Cl)cc1 (stereo not given)
    7.0, -1.8
- Cc1cc(C)cc(NC(=O)Cn2nc3c(cc2=O)CC(C)CC3)c1 (stereo not given)
    1.3, -1.7
- Clc1ccc(OCCN2CCCCCC2)cc1
    4.4, -0.3
- COCCN1C(=O)CCc2cc(NC(=O)c3ccccc3Cl)ccc21
    -6.5, -4.7
- O=C1OC(c2cccc([N+](=O)[O-])c2)=N/C1=C\c1ccccc1F
    0.0, -1.5
- Cc1ccc(C(=O)Nc2ccccc2C(=O)N2CCC(C)CC2)cc1
    -3.6, -2.9
- Cc1ccc(-c2nc3n(n2)C(=O)CC(c2cccc([N+](=O)[O-])c2)S3)cc1 (stereo not given)
    -6.0&8.1, 14.1&-3.2

One compound at a time, as listed above. Values in the order: mHTT-CaM PPI inh	Pf apPOL block
Cc1cc(C(=O)N2CCOCC2)cs1 reads -4.1	1.3
COc1cccc(-c2cc(C(=O)N3CCCC3c3cccc(F)c3)on2)c1 (stereo not given) reads -10.4	-8.7
Clc1ccc(OCCN2CCCCCC2)cc1 reads 4.4	-0.3
CC1CC(C)CN(CCCNS(=O)(=O)c2ccc(Cl)s2)C1 (stereo not given) reads -7.0	-0.8
COc1c(C)cc(S(=O)(=O)NCC(O)c2cccc3ccccc23)cc1C (stereo not given) reads -3.4	-4.5
